Giardia killer – Giardia lamblia killing | Giardia lamblia trophozoite viability | activity change, % at 7.66 µM, hits read low | actives 0.15% (n = 340,000); in the data active = activity change below about -80%; inconclusive = between about -30% and that limit;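 note: parasites exposed to compound for two days anaerobically before the ATP read; % is set by controls: 0 for no effect and ±100 for the full control effect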
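Giardia lamblia trophozoites (100 cells/well) were incubated with compounds for 48 h at 37 deg C under anaerobic conditions. Viability was read as ATP content by one-step luminescence after 15-30 min at room temperature.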
BRCA1 expr act – BRCA1 expression activation; MCF7-BRCA1-FFLuc reporter, luminescence, 48 h; response scale: scaled: vehicle 0%, 10 µM genistein 100%; actives 1.1% (n = 380,000); AID 624202; Potency, µM (top dose mostly 46.1 µM), for the others: at the highest dose activation, usual class: activators; note: potency is the fitted concentration of half-maximal effect; nearly all actives have a fitted effect of over 80% in size; some results filed as inactive show a strong effect at the top dose
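Luminescence from a BRCA1-driven firefly luciferase in MCF7 cells was the read-out, taken 15 min after substrate addition following 48 h compound exposure at 37 °C. Data were normalized to a 10 microM genistein control and DMSO vehicle.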
p53 reactivation – re-activators of mutant p53. H1299 p53-A138V BP100-luciferase reporter, luminescence, 24 h. Potency, µM (doses to about 92.2 µM), for the others: at the highest dose activity change, positive = activation, hits mostly activators. actives 0.063% (n = 320,000). AID 504706; note: potency is the fitted concentration of half-maximal effect; % of control where 0% means no effect; nearly all actives have a fitted effect of over 45% in size
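H1299 (p53-null), stable ts p53-A138V + BP100-Luc; 1000 cells/well, Opti-MEM/10% FBS; cpd 4 pt, 1:5; 24 h, 37 deg C, 5% CO2; detection reagent 10 min RT; luminescence.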
ELG1 genotoxic – inducers of genotoxicity in HEK293T ELG1-luciferase cells | HEK293T ELG1-luciferase reporter, luminescence, 16 h | Potency, µM (titrated, usually from 46 µM), inactives show at the top dose activity change, positive = activation, actives largely listed as activators | actives 1.3% (n = 330,000) | AID 504466; note: potency is the fitted concentration of half-maximal effect; % of control where 0% means no effect; nearly all actives have a fitted effect of over 60% in size
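Luminescence read-out: rising ELG1-luciferase signal, reflecting elevated ELG1 protein under genetic stress, flags genotoxic compounds. Cells were treated for 16 hr at 37 °C before ONE-Glo detection.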
Numbers without * were called inactive; ? = inconclusive. Unless noted, calls come from the whole dose curve; as a rule, active = well fitted activation curve with a large enough effect; inconclusive = small, poorly fitted or top-dose-only effect; inactive = no such curve, though single readings can be large or run the other way. Some of the compounds tested; count on the stated rates, not on these rows.

cpd | molecule | Giardia killer | BRCA1 expr act
1 | O=C(CC1C[C@H](C(=O)N2CCCCC2)[C@@]2(CCc3ccccc3)c3[nH]c4ccccc4c3CCN2C1=O)NCCCn1ccnc1 (some centres undefined) | -6.3 | -32.2%
2 | Cc1ccc(S(=O)(=O)Nc2cccc3c2O[C@H](CN(C)Cc2ccc(-c4ccccc4)cc2)[C@@H](C)CN([C@H](C)CO)C3=O)cc1 | -7.3 | -54.8%
3 | COCCn1c(SCC(=O)Nc2ccc3[nH]c(=O)[nH]c3c2)nc2ccccc21 | 8.4 | -52.1%
4 | COc1cc(/C=C/C(=O)Nc2ccc(OC)c(S(=O)(=O)N3CCOCC3)c2)ccc1OC(F)F | -27.3 | -64.2%
5 | O=C(Nc1cc(Cl)ccc1N1CCOCC1)c1ccncc1 | -11.6 | 19.4%
6 | COc1ccccc1CNC(=O)COC(=O)c1ccc(S(=O)(=O)N2CCCCC2)cc1 | 5.0 | -1.8%
7 | CCOC(=O)c1cccc(NC(=O)c2ccc(-n3cnnn3)cc2)c1 | -3.0 | 3.4%
8 | O=C(NC1CCCCCC1)c1cccc(S(=O)(=O)N2CCOCC2)c1 | -8.2 | 23.3%
9 | C=C(Br)CN1[C@@H](Cc2ccccc2)[C@H](O)[C@@]23C=C[C@@H](C[C@@H]2S1(=O)=O)O3 | 7.5 | -14.6%
10 | COC(=O)[C@H](CC(C)C)NC(=O)Cn1cnc2c(OCc3ccccc3)ncnc21 | 0.6 | 13.1%
11 | CCOC(=O)CCCCCC(=O)Nc1ccc2c(c1)CC(=O)N([C@H](C)CO)C[C@@H](C)[C@H](CN(C)Cc1ccc3c(c1)OCO3)O2 | -1.2 | 2.4%
12 | Cc1c(Cl)cccc1NC(=S)Nc1ccc(S(=O)(=O)Nc2ncccn2)cc1 | -13.9 | -14.5%

cpd | p53 reactivation | ELG1 genotoxic
1 | 0.3% | 1.4%
2 | -3.7% | -4.2%
3 | -3.5% | 2.4%
4 | -1.2% | -13.0%
5 | 3.0% | -1.5%
6 | 1.5% | 2.8%
7 | -0.5% | -3.9%
8 | 19.3% | 1.6%
9 | -2.7% | 2.3%
10 | 0.5% | 1.6%
11 | 4.0% | -0.9%
12 | -1.6% | -0.4%

Not a retest: 4 of the compounds above.
cpd | molecule | Giardia killer | BRCA1 expr act
9 | C=C(Br)CN1[C@@H](Cc2ccccc2)[C@H](O)[C@@]23C=C[C@@H](C[C@@H]2S1(=O)=O)O3 | 7.5 | -14.6%
10 | COC(=O)[C@H](CC(C)C)NC(=O)Cn1cnc2c(OCc3ccccc3)ncnc21 | 0.6 | 13.1%
11 | CCOC(=O)CCCCCC(=O)Nc1ccc2c(c1)CC(=O)N([C@H](C)CO)C[C@@H](C)[C@H](CN(C)Cc1ccc3c(c1)OCO3)O2 | -1.2 | 2.4%
12 | Cc1c(Cl)cccc1NC(=S)Nc1ccc(S(=O)(=O)Nc2ncccn2)cc1 | -13.9 | -14.5%

cpd | p53 reactivation | ELG1 genotoxic
9 | -2.7% | 2.3%
10 | 0.5% | 1.6%
11 | 4.0% | -0.9%
12 | -1.6% | -0.4%

Next compounds follow:
cpd | molecule | Giardia killer | BRCA1 expr act
13 | N#Cc1cccc(NC(=O)COC(=O)c2cc(S(=O)(=O)Nc3ccccc3Cl)ccc2O)c1 | -1.8 | 0.9%
14 | COc1ccc(CC(=O)OCC(=O)NCc2ccc3c(c2)OCO3)cc1OC | 1.7 | -4.5%
15 | CC(C)(C)C1CCC(CN2C(Nc3ccccc3)=NC[C@@H]2Cc2ccccc2)CC1 (some centres undefined) | -12.2 | -11.1%
16 | Cc1nc(N/C(N)=N/S(=O)(=O)c2ccccc2)nc2ccccc12 | -21.7 | -27.3%
17 | CC(Oc1cccc(Br)c1)C(=O)NNC(=O)c1ccccn1 (centres undefined) | -15.5 | -47.9%
18 | CCCCN1C(=N)N([C@@H](C)CN2CCC[C@H]2CN2C(N)=NC[C@@H]2Cc2ccccc2)C[C@H]1[C@H](C)CC | -2.5 | -1.7%
19 | CN(C)c1ccc(C(=O)NCC(c2cccs2)N2CCOCC2)cc1 (centres undefined) | 2.3 | 2.0%
20 | Cc1nn(CC(=O)Nc2ccc3c(c2)OCCO3)c(C)c1[N+](=O)[O-] | 4.4 | -3.1%
21 | O=C(CCCOc1ccccc1)NNC(=O)c1ccc(Cl)cc1 | 12.8 | 15.5%
22 | CCSc1nnc(NC(=O)CCNC(=O)c2ccccc2Cl)s1 | 14.8 | -0.6%
23 | O=c1oc(CCO)cc2ccc(Br)cc12 | 6.6 | -3.1%
24 | CSc1ncccc1C(=O)OCC(=O)N1CCN(C(=O)c2ccco2)CC1 | 0.9 | 9.7%

cpd | p53 reactivation | ELG1 genotoxic
13 | 3.8% | -3.0%
14 | -1.9% | -1.9%
15 | -11.3% | 1.0%
16 | -4.5% | 0.9%
17 | ? | ?
18 | -4.3% | 2.4%
19 | 5.2% | 0.3%
20 | -1.1% | -1.9%
21 | 1.1% | 0.7%
22 | 2.7% | 1.7%
23 | -4.0% | 2.1%
24 | -6.4% | 0.8%

(list continues)
cpd | molecule | Giardia killer | BRCA1 expr act
25 | O=C(COC(=O)CCC(=O)c1ccc(F)cc1)Nc1ccc(Cl)cn1 | -13.3 | 2.6%
26 | Nc1cc(Cl)ccc1C(=O)OCC(=O)NCc1cccs1 | -8.4 | -1.3%
27 | O=C(COC(=O)/C=C/c1cccc(F)c1)NC1CCCCCC1 | -10.8 | 5.1%
28 | O=C(NCc1cccc(OC(F)(F)F)c1)c1cccc2c1C(=O)c1ccc(-c3ccc(F)cc3OCc3ccccc3)cc1S2(=O)=O | 1.3 | -5.1%
29 | CCOc1ccc(NC(=O)CN2C(=O)NC(CCc3ccccc3)C2=O)cc1OCC (centres undefined) | 9.4 | -20.1%
30 | CCC1(c2ccccc2)NC(=O)N(CC(=O)N2CCc3ccccc32)C1=O (centres undefined) | 13.3 | -41.5%
31 | CC(C)CC[C@@H](O)[C@](C)(O)C1CC[C@@]2(O)C3=CC(=O)[C@@H]4C[C@@H](O)[C@@H](O)C[C@]4(C)C3CC[C@]12C (some centres undefined) | 1.2 | 26.6%
32 | O=C(COC(=O)CCN1C(=O)C2CC=CCC2C1=O)Nc1ccc([N+](=O)[O-])cc1 (centres undefined) | 1.6 | 62.2%
33 | COc1cccc2sc3cc(C#Cc4ccccn4)ccc3c(=O)c12 | -17.5 | 23.8%
34 | COc1ccc(OC)c(/C=C/C(=O)OCC(=O)NCc2ccccc2)c1 | 13.0 | -20.0%
35 | O=C(COC(=O)c1ccc[nH]c1=O)NCCC1=CCCCC1 | -8.7 | -1.2%
36 | CCCCNc1nnc(SCC(=O)c2c(N)n(C3CC3)c(=O)[nH]c2=O)s1 | 14.7 | 4.1%

cpd | p53 reactivation | ELG1 genotoxic
25 | 1.1% | -1.0%
26 | 6.1% | -0.5%
27 | 1.4% | 4.5%
28 | 4.7% | -0.7%
29 | 3.7% | 7.3%
30 | -1.0% | 0.1%
31 | 0.4% | 0.7%
32 | -1.9% | 0.6%
33 | ? | 8.1%
34 | -2.4% | -3.3%
35 | 2.4% | 0.1%
36 | -2.3% | 1.2%

Copied from the list:
Value of no. 3 under p53 reactivation: -3.5%
Value of no. 26 under Giardia killer: -8.4
Value of no. 20 under Giardia killer: 4.4
Value of no. 8 under ELG1 genotoxic: 1.6%
Value of no. 36 under ELG1 genotoxic: 1.2%
Value of no. 6 under p53 reactivation: 1.5%

In a second layout: results already given.
33) COc1cccc2sc3cc(C#Cc4ccccn4)ccc3c(=O)c12
  Giardia killer: -17.5	BRCA1 expr act: 23.8%	p53 reactivation: ?	ELG1 genotoxic: 8.1%

34) COc1ccc(OC)c(/C=C/C(=O)OCC(=O)NCc2ccccc2)c1
  Giardia killer: 13.0	BRCA1 expr act: -20.0%	p53 reactivation: -2.4%	ELG1 genotoxic: -3.3%

35) O=C(COC(=O)c1ccc[nH]c1=O)NCCC1=CCCCC1
  Giardia killer: -8.7	BRCA1 expr act: -1.2%	p53 reactivation: 2.4%	ELG1 genotoxic: 0.1%

(next part)
cpd | molecule | Giardia killer | BRCA1 expr act
37 | Cc1ccc(C)c(NC(=O)CN(C)C(C)C(=O)N2CCCC2)c1 (centres undefined) | 0.1 | -2.9%
38 | CC[C@]12c3[nH]c4ccc(Cl)cc4c3CCN1C(=O)[C@@H](CC(=O)NC/C=C(\C)CCC=C(C)C)C[C@@H]2C(=O)N1CCN(C(=O)C2CC2)CC1 | -24.1 | -72.3%
39 | COC(=O)c1c(-c2ccc(OC)cc2)sc2ccc(OC)cc12 | -20.7 | 26.6%
40 | Cc1cc(C(=O)COC(=O)Cc2ccc(Cl)cc2)c(C)n1C | 3.2 | 10.2%
41 | O=S(=O)(c1cccc(-c2n[nH]c(=S)n2-c2cccc(C(F)(F)F)c2)c1)N1CCOCC1 | 13.2 | -14.1%
42 | Cn1ccnc1SCC(=O)NCC(=O)Nc1ccc(F)c(F)c1F | 7.1 | -12.7%
43 | Cc1noc(C)c1NC(=O)Nc1cccc2c1O[C@H](CN(C)S(=O)(=O)c1cn(C)cn1)[C@@H](C)CN([C@H](C)CO)C2=O | -0.8 | 15.9%

cpd | p53 reactivation | ELG1 genotoxic
37 | -0.5% | 1.2%
38 | 7.4% | -9.7%
39 | 6.8% | 18.3%
40 | -6.8% | 5.2%
41 | -3.2% | -0.1%
42 | 8.8% | -0.1%
43 | 2.4% | -1.7%

Pulled by compound from the entries so far:
cpd | molecule | Giardia killer | BRCA1 expr act
43 | Cc1noc(C)c1NC(=O)Nc1cccc2c1O[C@H](CN(C)S(=O)(=O)c1cn(C)cn1)[C@@H](C)CN([C@H](C)CO)C2=O | -0.8 | 15.9%
40 | Cc1cc(C(=O)COC(=O)Cc2ccc(Cl)cc2)c(C)n1C | 3.2 | 10.2%

cpd | p53 reactivation | ELG1 genotoxic
43 | 2.4% | -1.7%
40 | -6.8% | 5.2%
